High-throughput results (PubChem)
LYP phosphatase: inhibitors of LYP phosphatase, biochemical, fluorescence intensity, uHTS (AID 1779) | hit rate 0.054% among 290,000 | recombinant LYP phosphatase, fluorescence intensity; higher % means a stronger effect | inhibition, % at 11.5 µM, or IC50 in µM where a hit was titrated | Tyrosine-protein phosphatase non-receptor type 22 (Homo sapiens); in the data active = inhibition above about 50%;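 note: plate controls were vehicle with enzyme for no effect and no enzyme for full effect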
Myeloid diff 2: induction of myeloid progenitor differentiation, primary screen, cell-based, flow cytometry, MLPCN library. ER-HoxA9 myeloid progenitors, lysozyme-GFP differentiation. calls only at 10 µM. hit rate 1% among 360,000. AID 624256, 2012;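 active = normalized GFP-positive differentiation at or above the plate's own cutoff, the solvent-only control mean plus 3 SD; inconclusive = no clear call, values can overlap the other calls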;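 note: cells exposed to compound for four days before flow analysis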
Myeloid diff 2 GFP+ MAC1+ %: recorded beside Myeloid diff 2, whose call it bears; GFP+ MAC1+ double positive, %; measured here: differentiation confirmed by MAC1 staining
An asterisk follows results filed as active; i = inactive; u = inconclusive; x = no result given; + = active, no number. Some of the compounds tested; the hit share may differ from the screen's.

Below each SMILES – LYP phosphatase	Myeloid diff 2	Myeloid diff 2 GFP+ MAC1+ %
C=CCn1c(N)cc(=O)nc1SCC(=O)Nc1ccc(C(=O)OC)cc1
 : -10%	i	0.2
COc1cc(C(=O)NC2CCN(Cc3ccccc3)CC2)cc(Cl)c1OC(C)C
 : -9%	i	0.9
CCCCC(O)(c1ccc(F)cc1)C(CN1CCOCC1)c1ccc(Cl)cc1 (configuration not stated)
 : -4%	i	0.9
Cc1ccc(-c2c(C(=O)N/N=C/C3CC=CCC3)nnn2-c2nonc2N)cc1 (configuration not stated)
 : -6%	i	1.6
CC(C)c1c(O)nc(SCC(=O)N2CCCCC2)[nH]c1=O
 : -7%	i	0.6
COc1ccc(C(=O)NC2CCN(CC(=O)NCc3ccccc3)CC2)cc1
 : -4%	i	0.3
O=C(c1ccc2oc(CCCc3ccccc3)nc2c1)N1CCCCC1CO (configuration not stated)
 : -2%	i	0.8
COc1ccc(-c2cn(CC3CCCCC3)nn2)cc1
 : -2%	i	0.1
O=c1[nH]c2ccc(NCc3ccccc3OCc3ccc(Cl)cc3)cc2[nH]1
 : 0%	i	0.1
COc1ccc(C(=O)NNC(=O)c2ccc3ccccc3c2O)cc1
 : -7%	i	0.7
CC(=O)N1CCOc2ccc(S(=O)(=O)N3CCC(C(=O)Nc4ccc(C)cc4)CC3)cc21
 : -8%	i	0.0
CC(C)(C)N(NS(=O)(=O)c1ccc(F)cc1)c1ccccc1
 : -5%	i	0.4
COCCSc1nnc(NC(=O)C2CC(=O)N(C3CCCC3)C2)s1 (configuration not stated)
 : -10%	i	0.4
CCN(C(=O)C1CCCN(c2nc(-c3ccc(OC)cc3)no2)C1)c1ccccc1F (configuration not stated)
 : -3%	i	2.1
C[C@H]([C@H](O)c1ccccc1)N(C)C(=O)CN
 : -2%	i	0.5
COc1cc(C(=O)OC(C)CN2C(C)CCCC2C)cc(OC)c1OC (configuration not stated)
 : -5%	i	0.6
CN1C(=O)NC(c2ccccc2Cl)C2=C1CC(C)(C)CC2=O (configuration not stated)
 : -5%	i	1.1
COc1ccc(C(C#N)N2N=C(C)CC2c2ccccc2)cc1OC (configuration not stated)
 : -11%	i	0.6
O=C(c1ccccc1)N1N=C(c2ccccc2O)CC1c1ccccc1 (configuration not stated)
 : 0%	i	0.7
CC(C)(C)OC(=O)N1CCC(c2c(C(=O)NC3CC3)cnn2-c2ccc(Cl)cc2)CC1
 : -8%	i	2.3

Some of these compounds in order of the LYP phosphatase value, high to low:
| SMILES | LYP phosphatase |
| --- | --- |
| CCCCC(O)(c1ccc(F)cc1)C(CN1CCOCC1)c1ccc(Cl)cc1 (configuration not stated) | -4% |
| COc1ccc(C(=O)NNC(=O)c2ccc3ccccc3c2O)cc1 | -7% |
| CC(=O)N1CCOc2ccc(S(=O)(=O)N3CCC(C(=O)Nc4ccc(C)cc4)CC3)cc21 | -8% |

More records follow.
Below each SMILES – LYP phosphatase	Myeloid diff 2	Myeloid diff 2 GFP+ MAC1+ %
COc1ccc2nc(SCC(=O)NC3CCCCC3)[nH]c2c1
 : -10%	i	6.4
O=C(CC(=O)c1c(F)cccc1Cl)c1ccccc1O
 : -4%	i	0.4
O=C(NNC(=O)c1ccccc1OCc1ccccc1)c1ccccc1O
 : -2%	u	x
COc1ccccc1C(=O)Nc1cccc(C(=O)c2ccccc2)c1
 : -6%	i	0.3
Cc1ccccc1N1CCN(C2CCCN(C(=O)c3ccccn3)C2)CC1 (configuration not stated)
 : -7%	i	0.2
CC1CCN(C(=O)CCc2nnc3ccc(N4CCC5(CC4)OCCO5)nn23)CC1
 : -12%	i	1.3
O=C1C(=O)N(CCN2CCOCC2)C(c2ccccc2F)/C1=C(\O)c1ccc(S(=O)(=O)N2CCOCC2)cc1 (configuration not stated)
 : -3%	i	4.3
COc1cccc(CN2CC(C(=O)N3CCN(c4ccc(Cl)cc4)CC3)CCC2=O)c1 (configuration not stated)
 : -7%	i	2.5
Cc1cc(C)cc(NC(=S)N2CC(C)OC(C)C2)c1 (configuration not stated)
 : -1%	i	0.8
Cc1ccccc1S(=O)(=O)Nc1ncnc2ccccc12
 : -7%	i	0.8
COc1ccc(OC)c(C(=O)/C=C/c2cccnc2)c1
 : -9%	i	1.8
CCn1cc(Cl)c(C(=O)Nc2c(C)nn(Cc3c(F)c(F)c(F)c(F)c3F)c2C)n1
 : -14%	i	1.0
CCCCn1c2ccc(F)cc2c2nnc(SCCN3CCCCC3)nc21
 : -5%	i	0.3
CN(CC1CCOCC1)C(=O)CC1C(=O)NCCN1Cc1cccc(F)c1 (configuration not stated)
 : -6%	i	0.0
COc1ccc(/C=C2\SC(=S)N(CC(=O)NC3CCS(=O)(=O)C3)C2=O)cc1 (configuration not stated)
 : -15%	i	0.0
O=C(Oc1ccc(C(=S)N2CCOCC2)cc1)c1cccc([N+](=O)[O-])c1
 : -9%	i	2.0
NNC(=O)C1COc2cc3ccccc3cc2O1 (configuration not stated)
 : 1%	i	0.7
Cc1ccc(-n2nc3c(=O)n(CCCC(=O)N4CCC(C(N)=O)CC4)nc(C)c3c2C)cc1
 : -15%	i	1.8
O=C(Nc1cccc([N+](=O)[O-])c1)N1CCc2ccccc2C1
 : -11%	i	0.5
COc1ccc(S(=O)(=O)N2CCCC(C(=O)N3CCOCC3)C2)cc1Cl (configuration not stated)
 : -8%	i	6.1
COc1cccc(/C=N/N2CCN(c3ccc(Cl)cc3)CC2)c1OC
 : -4%	i	0.4
COc1ccc(C)c2sc(N(CCN(C)C)C(=O)/C=C/c3cccs3)nc12
 : -7%	i	0.9
COc1ccc(/C=C2\SC(=S)N(C(C)C(=O)NC3C=CS(=O)(=O)C3)C2=O)cc1 (configuration not stated)
 : -5%	i	4.0
CC1CCCCN1CCCNC(=O)CCCN1C(=O)c2cccnc2Sc2ccccc21 (configuration not stated)
 : -9%	i	0.5
CC1C=CCC2C(=O)N(c3cccc(C(=O)Nc4ccc(Br)cc4)c3)C(=O)C12 (configuration not stated)
 : -1%	i	0.9
Cc1nn(CC(=O)N2CCN(c3cccc(C(F)(F)F)c3)CC2)c(=O)c2cccn12
 : -3%	i	4.5
CCC1COCCS(=O)(=O)N1Cc1ccc(Cl)cc1 (configuration not stated)
 : -9%	i	2.4
COc1ccc(CNC(=O)OCc2nccnc2C(=O)Nc2ccc(Br)cn2)cc1
 : -1%	i	7.1
CC(=O)N1c2ccc(S(=O)(=O)NCCC(=O)NC3CCCC(C)C3C)cc2CC1C (configuration not stated)
 : 1%	i	3.8
Cc1cccc(N(O)C(=O)Nc2cccc(Cl)c2)c1
 : -6%	i	0.7
COc1ccc(N2C(=O)C(CC(=O)O)S/C2=N\N=C\c2cccs2)cc1 (configuration not stated)
 : 2%	i	0.2
Cc1ccc(N(CC(=O)NCc2ccc(F)cc2)C(=O)c2ccco2)cc1C
 : -12%	i	2.3
Cc1ccc(S(=O)(=O)N/N=C\c2cn(CC(N)=O)c3ccccc23)cc1C
 : -6%	i	0.9
N#CCC(=O)N/N=C\c1ccccc1OC/C=C/c1ccccc1
 : -6%	i	0.9
O=C(O)c1sccc1Oc1ccc(NS(=O)(=O)c2cccc(F)c2)cc1
 : -3%	i	0.8
CC1CCc2sc3c(c2C1)c(=O)n(CC(=O)O)c(=O)n3Cc1ccc(Cl)cc1 (configuration not stated)
 : 7%	i	0.5
CCOCCCNC(=O)CN1C(=O)COc2ccc(S(=O)(=O)N3CCCC3)cc21
 : -11%	i	2.9
Cc1c(OC(C)C(=O)NCCCN2CCOCC2)ccc2c1oc(=O)c1ccccc12 (configuration not stated)
 : -15%	i	2.1
O=S(=O)(c1ccccc1)N1CCN(c2ccccc2)CC1
 : -11%	i	0.5
Cc1cccc(OCC(=O)NCC(=O)N/N=C/c2cc(Br)cc(Br)c2O)c1
 : -3%	i	0.2

Brought forward from above: 2 entries, followed by the next part.
Below each SMILES – LYP phosphatase	Myeloid diff 2	Myeloid diff 2 GFP+ MAC1+ %
O=S(=O)(c1ccccc1)N1CCN(c2ccccc2)CC1
 : -11%	i	0.5
Cc1cccc(OCC(=O)NCC(=O)N/N=C/c2cc(Br)cc(Br)c2O)c1
 : -3%	i	0.2
COc1ccc(-n2nc(C(=O)NCC(=O)N3CCOCC3)c3ccccc3c2=O)cc1Cl
 : -4%	i	0.0
COc1cccc(N2CCN(c3ccc4nnc(CCC(=O)N5CCN(C)CC5)n4n3)CC2)c1
 : -5%	i	0.0
N#Cc1ccccc1CCN1C(=O)c2ccccc2C1=O
 : -7%	i	0.7
COc1cccc(N2CCN(C(=S)Nc3ccc(C)cc3C)CC2)c1
 : -11%	i	0.4
COc1ccc(C#Cc2ccc3c(c2)c(=O)c2ccccc2n3C)cc1
 : 2%	i	0.8
COc1cccc(CN2CCN(CCCc3ccccc3)C(CCO)C2)c1O (configuration not stated)
 : -3%	i	0.8
Cn1c(=O)c(=O)n(C)c2cc(N3CCCC3)c(NS(=O)(=O)c3ccc(Cl)cc3)cc21
 : -3%	i	3.4
CC(C)(C)OC(=O)NN1CC(=O)N2[C@@H](Cc3c([nH]c4ccccc34)C2(C)C)C1=O
 : -4%	i	0.5
CCOc1ccc(NC(=O)CNC(=O)c2nn(-c3ccc(OC)c(OC)c3)c(=O)c3ccccc23)cc1
 : -10%	i	0.3
[N-]=[N+]=NCCN1CCN(Cc2ccccc2)CCC1=O
 : -10%	i	1.4
COc1cc(NC(=O)c2sc3nc(C)nc(N4CCOCC4)c3c2C)cc(OC)c1OC
 : 4%	i	1.1
Cc1cc(NC(=O)CSc2nc(-c3ccc(Br)cc3)nc3c2c(=O)n(C)c(=O)n3C)no1
 : -4%	i	0.7
COc1ccc(C(=O)NC2CC2)cc1OC1CCN(Cc2ccccc2O)CC1
 : -11%	i	0.4
COc1ccc(-c2noc(N3CCC(C(=O)NCc4ccccc4Cl)CC3)n2)cc1
 : -8%	i	4.1
O=C(CS(=O)(=O)c1ccc(Br)cc1)N1CCOCC1
 : -12%	i	1.0
CCOc1ccc(S(=O)(=O)N2CCC(C(=O)NCc3ccccn3)CC2)cc1
 : 2%	i	0.7
Cc1ccc(-n2nc3ccc(N)cc3n2)cc1C
 : -9%	i	1.0
COc1cc(OC)c(OC)cc1CN1CCN(Cc2ccc(C(F)(F)F)cc2)CC1
 : -14%	i	0.3
Cc1ccc(OCCn2cnc3c2c(=O)n(C)c(=O)n3C)cc1
 : -4%	i	0.4
O=C(CSc1ncnc2sc3c(c12)CCC3)N1CCOCC1
 : -5%	i	0.5

Compound profiles, from the list above:
CCOc1ccc(S(=O)(=O)N2CCC(C(=O)NCc3ccccn3)CC2)cc1 as listed: LYP phosphatase = 2%; Myeloid diff 2 = i; Myeloid diff 2 GFP+ MAC1+ % = 0.7
COc1cc(OC)c(OC)cc1CN1CCN(Cc2ccc(C(F)(F)F)cc2)CC1 as listed: LYP phosphatase = -14%; Myeloid diff 2 = i; Myeloid diff 2 GFP+ MAC1+ % = 0.3
COc1ccc(C(=O)NC2CC2)cc1OC1CCN(Cc2ccccc2O)CC1 as listed: LYP phosphatase = -11%; Myeloid diff 2 = i; Myeloid diff 2 GFP+ MAC1+ % = 0.4

Other structures follow.
Below each SMILES – LYP phosphatase	Myeloid diff 2	Myeloid diff 2 GFP+ MAC1+ %
O=C(O)CN1C(=O)/C(=C\c2cc(Br)ccc2OCc2ccc([N+](=O)[O-])cc2)SC1=S
 : 0%	i	0.7
COc1cccc(C(=O)N2CCC(CCC(=O)Nc3cccc(C)c3)CC2)c1
 : -7%	i	0.5
NC1=NC(=O)/C(=C/c2ccc(OCC(=O)O)cc2)S1
 : -5%	i	0.9
COc1ccc(NC(=O)CSc2ccc(-c3ccco3)nn2)c(OC)c1
 : -11%	u	x
CC(NC(=O)N1CCOCC1)c1ccccc1 (configuration not stated)
 : -7%	i	0.3
CC(C)CC(=O)Nc1nnc(S(=O)(=O)N(C)Cc2ccco2)s1
 : -9%	i	4.7
CSc1ccccc1NC(=O)C1=CC(c2ccc(C)cc2)=NS(=O)(=O)N1C
 : -1%	i	1.9
O=C(Nc1ccccc1NC(=O)c1ccco1)c1ccccc1
 : -12%	i	3.7
COc1ccc(S(=O)(=O)n2c(C)nc3ccccc32)cc1C
 : -5%	i	0.5
CS(=O)(=O)N1CCc2cc(C(=O)N3CCN(c4ccccc4F)CC3)ccc21
 : -7%	+	11*
Cc1cccc(NC(=O)NCC(c2ccc(F)cc2)N2CCN(C)CC2)c1 (configuration not stated)
 : 0%	i	1.4
O=C(Nc1ccsc1C(=O)O)c1ccc(Cl)cc1
 : -1%	i	0.2
COc1c(C)cccc1C(=O)Nc1ccc(N2CCN(C(=O)c3ccccc3C)CC2)cc1
 : -4%	i	0.3
CC(NC(=O)c1ccc(N2CCCC2)c([N+](=O)[O-])c1)c1ccc(S(N)(=O)=O)cc1 (configuration not stated)
 : -2%	i	6.9
CCN1CCN(C(=O)CS(=O)(=O)Cc2nc(-c3ccccc3C)oc2C)CC1
 : -13%	i	1.9
Cc1ccc(-c2csc3nc[nH]c(=O)c23)c(C)c1
 : -10%	i	0.4
O=C(NCc1cc2ccccc2[nH]1)c1ccccc1F
 : 1%	i	0.4
CCN1CCN(c2nc(-c3ccc(F)cc3)cc(=O)[nH]2)CC1
 : -12%	i	0.5
CS(=O)(=O)c1ccc(Cl)c(C(=O)NCC2CCCCC2)c1
 : -7%	i	0.6
Nc1nc(-c2cccs2)c(-c2cccs2)s1
 : -7%	i	0.9
COc1ccc(S(=O)(=O)NC2CCSc3ccccc32)cc1NC(C)=O (configuration not stated)
 : -5%	i	0.8
